# Assay outcomes (PubChem)
# CCT modulator = changes cytosolic chaperonin activity; AID 651819; activity change, % (concentration not given with the values), hits read low; actives 0.3% (n = 360,000); purified chaperonin ATPase assay, HTRF ADP detection, 30 min; in the data active means activity change below about -30%; further: on the % scale 0 is the no-effect control and ±100 the full control effect
#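 We incubate TRiC, 40 or 20 nM final, with library compounds at 76 uM and 10 uM ATP for 30 min at 37 °C. ADP formed is detected with Transcreener HTRF reagents after 30 min at room temperature.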
# A549 viability = A549 cytotoxicity, counter-screen for Nrf2 inhibitors; A549 ARE-Fluc cells, CellTiter-Fluor viability, 18-24 h; Potency, µM (highest dose often 46 µM), for inactives: top-dose activity change, negative = cytotoxicity, actives largely listed as inhibitors; actives 0.16% (n = 390,000); AID 504648; further: potency means the concentration at half of the fitted maximal effect; on the % scale 0 is the no-effect control and ±100 the full control effect
#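 A549 ARE-Fluc cells in 5% FBS OPTI-MEM, 5000 cells/well, rested 2 h then exposed to compounds in concentration-response for 18-24 h at 37 °C. Viability by CellTiter-Fluor fluorescence (Ex 405/Em 525) after 30 min; luciferase luminescence (BugLite, 15 min, RT) read afterwards.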
# Nrf2 activator = Nrf2 pathway activation. AID 624171. actives 0.31% (n = 410,000). AREc32 ARE-luciferase reporter (MCF7-derived line), luminescence, 24 h. Potency, µM (highest dose often 46.1 µM), without a hit: at the highest dose activation, usual class: activators; further: potency means the concentration at half of the fitted maximal effect; % of control where 0% means no effect; nearly all actives have a fitted effect of over 65% in size
#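 Steps: seed AREc32_Fluc cells (1000/well, 5% FBS OPTI-MEM); incubate overnight at 37 deg C; add 23 nL compound; incubate 24 hr; add Steady-Glo; hold 30 min RT; read luminescence.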
# EPAC2 antag = EPAC2 (human) antagonism; Q8WZA2; EPAC2 GEF exchange of Rap1B-BODIPY-GDP, fluorescence; Potency, µM (series often up to 114 µM), inactives show at the top dose activity, negative = inhibition, hits mostly inhibitors; actives 0.18% (n = 360,000); further: potency means the concentration at half of the fitted maximal effect; on the % scale 0 is the no-effect control and ±100 the full control effect; nearly all actives have a fitted effect of over 45% in size; many of its hits are not listed in these tables
# Target sequence (Q8WZA2 whole entry, looked up): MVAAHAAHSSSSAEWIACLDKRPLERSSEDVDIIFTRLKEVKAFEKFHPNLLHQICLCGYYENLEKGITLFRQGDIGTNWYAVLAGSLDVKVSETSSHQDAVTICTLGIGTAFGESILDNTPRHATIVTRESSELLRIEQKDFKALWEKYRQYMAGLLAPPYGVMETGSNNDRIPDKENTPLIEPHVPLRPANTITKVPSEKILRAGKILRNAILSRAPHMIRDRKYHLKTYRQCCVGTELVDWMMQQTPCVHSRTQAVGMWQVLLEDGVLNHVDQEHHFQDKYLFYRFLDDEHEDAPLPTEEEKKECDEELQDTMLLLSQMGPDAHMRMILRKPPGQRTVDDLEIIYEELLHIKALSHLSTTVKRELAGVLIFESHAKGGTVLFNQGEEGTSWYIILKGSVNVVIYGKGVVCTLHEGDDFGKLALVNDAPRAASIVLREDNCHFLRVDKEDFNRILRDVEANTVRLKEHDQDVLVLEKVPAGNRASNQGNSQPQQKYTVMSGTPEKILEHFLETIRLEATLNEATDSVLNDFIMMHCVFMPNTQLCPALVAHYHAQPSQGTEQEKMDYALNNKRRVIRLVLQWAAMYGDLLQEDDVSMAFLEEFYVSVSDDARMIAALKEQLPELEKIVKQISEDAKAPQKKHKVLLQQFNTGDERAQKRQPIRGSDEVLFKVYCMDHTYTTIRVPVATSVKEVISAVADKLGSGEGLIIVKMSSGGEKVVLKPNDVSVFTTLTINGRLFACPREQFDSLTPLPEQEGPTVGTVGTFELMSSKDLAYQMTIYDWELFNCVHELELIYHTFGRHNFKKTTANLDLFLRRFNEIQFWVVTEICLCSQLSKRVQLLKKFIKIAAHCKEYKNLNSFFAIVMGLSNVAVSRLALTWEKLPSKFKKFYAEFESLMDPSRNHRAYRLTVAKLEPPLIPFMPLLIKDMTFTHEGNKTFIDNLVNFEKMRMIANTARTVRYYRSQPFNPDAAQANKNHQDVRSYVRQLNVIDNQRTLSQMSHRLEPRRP
# MmCpn inh = M. maripaludis TRiC chaperonin inhibition; purified Mm-Cpn ATPase, ADP Transcreener TR-FRET; Potency, µM (doses to about 76.9 µM), for inactives: at the top dose activity, negative = inhibition, usual class: inhibitors; actives 0.031% (n = 330,000); further: potency means the concentration at half of the fitted maximal effect; on the % scale 0 is the no-effect control and ±100 the full control effect; nearly all actives have a fitted effect of over 80% in size
#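 ATPase turnover read by TR-FRET ADP competition (Eu cryptate antibody/ADP-d2, 665/590 nm): 10uM ATP final, 25nM Mm-CPN final, 30 min 37degC after 10-min compound preincubation, pH 7.4 Tris/KCl/MgCl2/DTT buffer.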
# pAkt inh = Akt phosphorylation inhibition. actives 0.32% (n = 360,000). activity change, % for hits at 50 µM. Neuro2A IGF-stimulated pAkt S473 HTRF, 20 min; stronger effect = lower value; in the data active means activity change below about -80%; inconclusive means mostly about -51% to -80%; further: on the % scale 0 is the no-effect control and ±100 the full control effect
#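 Neuro2A cells in DMEM with 0.5% FBS, overnight at 37 deg C, given compound at single 50 µM final, then IGF (6 nM final) for 20 min at 37 deg C. Lysed; phospho-Akt Ser473 by HTRF after 24 h, 665/615 ratio.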
# Nrf2 inh = Nrf2 pathway inhibition; Potency, µM (top dose mostly 46 µM), for the others: top-dose activity change, negative = inhibition, usual class: inhibitors; AID 504444; A549 ARE-Fluc reporter, luciferase luminescence, 18-24 h; actives 2.1% (n = 360,000); further: potency means the concentration at half of the fitted maximal effect; on the % scale 0 is the no-effect control and ±100 the full control effect; nearly all actives have a fitted effect of over 60% in size
#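 Nrf2 function is reported as luminescence of an ARE-controlled luciferase in A549 cells. Compounds were tested at several concentrations, and a CellTiter-Fluor read on the same wells flagged cytotoxicity.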
# EPAC2 ag = agonists of human EPAC2 (RAPGEF4) | Potency, µM (titrated, usually from 154 µM), for inactives: top-dose activation, usual class: activators | AID 720711 | actives 0.079% (n = 360,000) | EPAC2 activation, biochemical qHTS; response scale: 100% = 6.5 mM cAMP response | Q8WZA2; further: potency means the concentration at half of the fitted maximal effect; nearly all actives have a fitted effect of over 50% in size
#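 Compounds were titrated in qHTS against a Rap1B-BODIPY-GDP (250 nM) complex with EPAC2 (100 nM) and GDP (50 uM). BODIPY-GDP release tracked at 480/540 nm over 30 min at room temperature, normalized to 6.5 mM cAMP.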
# TGFb inhibitor = inhibitors of TGF-b signaling | actives 1.2% (n = 410,000) | Potency, µM (titrated, usually from 46.1 µM), for inactives: at the highest dose activity, negative = inhibition, actives largely listed as inhibitors | HepG2 CAGA-GFP TGF-b/SMAD3 reporter, GFP fluorescence, 18 h; TGF-beta stimulated, 500 pg/mL final; further: potency means the concentration at half of the fitted maximal effect; on the % scale 0 is the no-effect control and ±100 the full control effect; nearly all actives have a fitted effect of over 65% in size
#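 Inhibition was scored as loss of TGF-beta-induced (500 pg/mL final, 18 hours, 37 degrees C) GFP in HEPG2 cells carrying a CAGA-GFP reporter, in DMEM with 1% FBS. Well GFP was summed per cell; Activity was normalised to unstimulated and stimulated DMSO wells, then concentration-response fitting.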
# Active calls of the source: *; i = inactive; ? = inconclusive; . = not tested or not shown; & = joins results of further samples; [ ] = dose if it differs, or a comment. Unless noted, the call rests on the fitted dose curve; in most records, active means well fitted curve in the direction sought with a large enough effect; inconclusive means small, poorly fitted or top-dose-only effect, or another doubt; inactive means no such curve, though single readings can be large; an effect the other way counts as inactive or inconclusive. Not all compounds are listed, so the mix of outcomes need not match the whole.
SMILES,CCT modulator,A549 viability,Nrf2 activator,EPAC2 antag,MmCpn inh,pAkt inh,Nrf2 inh,EPAC2 ag,TGFb inhibitor
CCN(CC)Cc1c(C(=O)N/N=C/c2ccco2)nnn1-c1nonc1N,2.4,14%,8.7%,4%,1%,i,-3%,0%,-7%
O=C(OCc1nc2ccc(Cl)cc2n1CCO)c1ccccc1C(=O)c1ccccc1,-2.5,8%,2.7%,-10%,-1%,i,-3%,11%,?
Cn1cccc1Cc1nnc(SCC(=O)Nc2ccccc2F)n1-c1ccc(F)cc1,-0.3,16%,0.1%,6%,-1%,i,5%,6%,8%
COC(=O)c1ccc(C(=O)OC)c(NC(=O)COC(=O)CCOc2ccc(C)cc2)c1,3.4,4%,-0.3%,-28%,0%,i,3%,-1%,13%
CC1(C)OC(=O)C(=Cc2ccc(-c3ccc(Cl)c(C(=O)O)c3)o2)C(=O)O1,-1.0,-4%,-0.3%,10%,0%,i,10%,3%,4%
COc1ccc2c(c1)O[C@@]1(CCCC[C@@H]1C)CC2=O,-3.4,-1%,-0.3%,3%,1%,i,0%,7%,7%
COc1ccc(CC(=O)N2CCC3(CC2)NCCc2[nH]cnc23)cc1,-0.7,0%,-0.4%,0%,1%,i,?,1%,8%
COc1ccc(CN2CCN(C(=O)c3ccccc3C(=O)c3ccccc3)CC2)cc1OC,-4.8,-3%,0.3%,-4%,.,i,-14%,-4%,-9%
Cn1cc(/C=C/C(=O)N2CCCC(C(=O)c3ccc(C(F)(F)F)cc3)C2)cn1 (configuration not stated),-4.2,0%,0.0%,-5%,2%,i,-2%,-4%,16%
Cc1ccc(COC(=O)CN2C(=O)NC3(CCCCC3C)C2=O)cc1 (configuration not stated),2.6,-3%,0.4%,-2%,-2%,i,2%,-1%,26%
CN1CCN(C(=O)/C(=C/c2cccs2)NC(=O)c2cccs2)CC1,0.2,-5%,0.2%,4%,-2%,i,-1%,-4%,-18%
C=CCn1c(C)cc(/C([O-])=C(/C(=S)Nc2ccc(OC(F)F)cc2)[n+]2ccc(N(C)C)cc2)c1C,0.2,-7%,7.9%,9%,-1%,i,-12%,7%,-18%
COc1ccc(Cl)cc1NC(=S)NNC(=O)c1cccnc1,-2.6,0%,0.2%,-17%,4%,i,-13%,12%,-5%
COC(=O)[C@]1(C)N[C@H](CN(C)C(=O)Nc2ccccc2)[C@@H]2C(=O)N(Cc3ccccc3)C(=O)[C@@H]21,-2.0,2%,-0.7%,-16%,0%,i,-4%,4%,-7%
COc1cc2c(cc1CN1CCN(C(=O)c3cc(OC)c(OC)c(OC)c3)CC1)OCO2,0.4,1%,2.3%,11%,1%,i,?,-4%,0%
CC(=O)N/C(=N/c1nc(C)cc(C)n1)Nc1cc(C)cc(C)c1,-1.0,0%,-2.3%,1%,2%,i,-6%,-10%,0%
Cc1nc([N+](=O)[O-])cn1CC(=O)Nc1ccc([N+](=O)[O-])cc1,-1.3,-2%,-0.5%,0%,-3%,i,4%,2%,11%
CCOC(=O)c1c(NC(=O)CSc2nnc(CNc3ccc(OC)cc3)n2C)sc(C)c1C,-1.3,-6%,0.5%,-6%,0%,i,-17%,6%,1%
COc1cccc(CNC(=O)c2ccc(CS(=O)Cc3ccc(C)cc3)o2)c1 (configuration not stated),2.1,2%,0.0%,-10%,2%,i,?,1%,-4%
COc1ccc(OC)c(C2C3=C(N=c4s/c(=C\c5cccc(O)c5)c(=O)n42)c2ccccc2CC3)c1 (configuration not stated),0.5,-15%,-0.6%,?,-1%,i,4%,-6%,16µM*
COc1ccc(NC(=O)CCCn2c(=O)c3sccc3n(Cc3ccc(C)cc3C)c2=O)cc1,0.7,-3%,-0.1%,17%,2%,i,-11%,-9%,-23%
CCN(C(=O)CSc1nnc(-c2cccs2)o1)C1CCS(=O)(=O)C1 (configuration not stated),-0.8,-13%,3.4%,-1%,1%,i,8%,4%,22%
Cc1ccc(-n2c(=O)c3c4c(sc3n(CC(=O)Nc3cccc(Cl)c3)c2=O)CCCCC4)cc1C,.,-8%,0.2%,.,.,.,-8%,.,-1%
O=C(Nc1cc(C(=O)N2CCOCC2)cc(C(=O)N2CCOCC2)c1)c1cc(F)c(F)cc1Cl,0.8,1%,-0.6%,3%,0%,i,4%,5%,-5%
O=C(NCc1ccccc1)N1CCN(c2ccc(Cl)c(Cl)c2)CC1,0.4,-12%,-0.1%,-4%,0%,i,?,7%,-15%
# Next section.
SMILES,CCT modulator,A549 viability,Nrf2 activator,EPAC2 antag,MmCpn inh,pAkt inh,Nrf2 inh,EPAC2 ag,TGFb inhibitor
Clc1cnc(N/N=C/c2ccco2)c(Cl)c1,-0.2,-1%,?,2%,1%,i,?,-1%,-3%
CCCC(C)C(=O)Nc1nc(C)c(-c2csc(Nc3cc(Cl)ccc3C)n2)s1 (configuration not stated),-0.3,-3%,-0.4%,12%,-8%,i,23µM*,4%,-32%
COc1ccc(-c2cc(=O)[nH][nH]2)cc1OC,0.6,-23%,?,-1%,-1%,i,?,7%,39%[activator]
CC1(C)C(=O)Nc2ccccc2N1C(=O)COc1cc(Cl)ccc1Cl,-0.3,0%,3.3%,-13%,0%,i,1%,9%,-15%
CC(C)OC(=O)CSc1nc2ccccc2s1,-0.9,1%,-0.5%,-2%,1%,i,1%,-1%,0%
COc1cccc(C2=NOC(C(=O)Nc3cc(C)on3)C2)c1OC (configuration not stated),1.7,4%,-0.1%,1%,-1%,i,18%,-3%,1%
COc1cc(OC)c(C2=NOC(C(=O)NCc3ccc4c(c3)OCO4)C2)cc1Cl (configuration not stated),-2.6,-5%,-0.8%,-7%,-2%,i,-16%,20%,4%
CCOc1cc(CN2CCN(c3cccc(C(F)(F)F)c3)CC2)ccc1O,-1.4,-10%,3.6%,-7%,-1%,i,?,22%,10%
Cc1cccc(-n2nc3c(c2NC(=O)c2cc4ccccc4o2)CS(=O)(=O)C3)c1,-3.1,-12%,-0.3%,-5%,0%,i,-23%,-2%,5%
Cc1ccc(N2CC(C(=O)Nc3ccc(S(=O)(=O)NCC4CCCO4)cc3)CC2=O)cc1 (configuration not stated),0.7,-8%,0.0%,-3%,-5%,i,22%,-4%,?
CC1CN(CC(=O)Nc2ccccc2Sc2ccccc2)CC(C)O1 (configuration not stated),-1.5,11%,-0.6%[9.22 µM],-7%,1%,i,6%,-2%,-2%
Cc1ccc(NC(=O)c2ccc(OC(=O)COc3ccc(Cl)c(C)c3)cc2)cc1,-0.9,-1%,3.0%[9.22 µM],12%,0%,i,20%,-10%,15%
Cc1ccc(S(=O)(=O)Nc2ccccc2N=Cc2ccc([N+](=O)[O-])cc2[N+](=O)[O-])cc1,-0.2,-4%,14µM*,8%,.,i,0%,1%,0%
COc1ccc(C(=O)NCc2nnc(SCC(=O)NC3CCCCC3)n2C)cc1,-1.1,2%,-0.7%,3%,-1%,i,3%,13%,1%
COC(=O)c1cc2occc2n1CC(=O)Nc1ccc(N(C)C)cc1,.,-3%,12%,.,.,.,14%,.,-14%
CCOC(=O)c1ccc(NC(=O)COc2coc(CN3CCc4ccccc43)cc2=O)cc1,-1.9,-2%,-1.7%,15%,1%,i,-3%,-7%,4%
COCCNC(=O)C1CC(c2cccc(OC)c2)=NO1 (configuration not stated),-2.1,2%,0.0%,14%,1%,i,15%,3%,-6%
CCN1C(=S)N[C@@H](CCc2ccccc2)[C@H](C(=O)OC)[C@H]1C,-0.5,6%,-1.1%,-6%,0%&-3%,i,-9%,9%,-7%
Cc1ccc2oc(-c3ccccc3)nc2c1,1.2,0%,28%,22%,0%,i,?,10%,-6%
CCN1CCN(CCCNC(=O)c2cc3c(s2)-c2ccccc2OC3)CC1,0.5,2%&1%,0.3%&9.2%,-14%,-13%,i,-10%&16%,-2%,?
CCCOc1ccccc1C1CC(=O)Nc2cc3c(cc21)OCO3 (configuration not stated),-4.9,?,2.9%,-19%,0%,i,.,9%,7.1µM*
CC(C)Oc1ccc(C(=O)N2CCC(c3nc4ccccc4s3)CC2)cc1,.,-1%,5.3%,.,.,.,?,.,?
CC1(C(=O)NS(=O)(=O)c2cccc(OC(F)F)c2)CCN1C(=O)Cc1ccsc1 (configuration not stated),-1.2,.,-0.6%,4%,.,i,.,2%,0%
CCOC(=O)Cn1nc(C)c(NC(=O)COc2ccc([N+](=O)[O-])c(C)c2)c1C,-1.0,11%,0.4%,?,1%,i,7%,2%,-6%
COc1ccc(CCC(=O)NCCc2ccc(OC)c(OC)c2)cc1,-1.3,1%,-0.1%,0%,2%,i,0%,11%,0%
Cc1ccccc1C(=O)N1CCC(C(=O)NCc2ccc(Cl)cc2)CC1,-5.9,-1%,0.0%,0%,2%,i,-21%,5%,?
CCN(CC)S(=O)(=O)c1cc(NC(=O)COC(=O)CCC(=O)c2cccs2)ccc1C,0.5,1%,-0.3%,-14%,0%,i,?,17%,4%
Cc1cccc(NC(=O)c2cccc(NC(=O)c3ccco3)c2)c1,-0.5,-4%,7.4%,-2%,.,i,-22%,5%,7%
C[C@]12CC[C@H](O)CC1=CCC1C2CC[C@@]2(C)C1CC[C@@H]2NC(=O)[C@@H](N)Cc1cnc[nH]1 (some centres not stated),-1.8,-9%,-0.2%,-20%,.,i,3%,0%,-1%
Cc1cc(C)c2nc3sc(C(=O)N4CCOCC4)c(N)c3cc2c1,-8.1,-2%,-2.5%,-1%,-14%,i,?,18%,?

# Look-ups from above.
# CC(C)Oc1ccc(C(=O)N2CCC(c3nc4ccccc4s3)CC2)cc1 – Nrf2 activator: 5.3%
# Cc1cccc(NC(=O)c2cccc(NC(=O)c3ccco3)c2)c1 – Nrf2 inh: -22%
